PTPN22 inh 2: blocks human PTPN22 phosphatase activity; inhibition, % at 2 µM; AID 640; recombinant LYP catalytic domain, DiFMUP fluorescence; 96,000 compounds, 0.21% hits; Q9Y2R2;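 active = inhibition at 2 µM at or above a set limit, the screen mean plus 3 SD, cut at about 24% in these data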;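 also: 0% = DMSO with enzyme and 100% = enzyme fully blocked by orthovanadate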
HUVEC tox TNFa: HUVEC cytotoxicity counter-screen, TNF alpha stimulated. HUVEC TNFalpha-stimulated, Hoechst cell count, imaging. cell count reduction, % at 2 µM. 93,000 compounds, 0.17% hits;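 active = cell count reduction exceeding the screen mean by over 5 SD, scaled to untreated wells per plate, cut at about 78% in these data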;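 also: cells counted after 24 h of TNF alpha exposure following the 1 h pretreatment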
ERa coact inh: blocks coactivator binding to human estrogen receptor alpha. inhibition, % at 25.6 µM. 86,000 compounds, 1.7% hits. TR-FRET ER-alpha LBD / SRC-1 peptide, estradiol-bound. P03372. AID 629; in the data active = inhibition above about 50%;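 also: 0% = receptor plus peptide control and 100% = peptide only without receptor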
Target sequence (P03372 whole entry, looked up, the tested form may be a part): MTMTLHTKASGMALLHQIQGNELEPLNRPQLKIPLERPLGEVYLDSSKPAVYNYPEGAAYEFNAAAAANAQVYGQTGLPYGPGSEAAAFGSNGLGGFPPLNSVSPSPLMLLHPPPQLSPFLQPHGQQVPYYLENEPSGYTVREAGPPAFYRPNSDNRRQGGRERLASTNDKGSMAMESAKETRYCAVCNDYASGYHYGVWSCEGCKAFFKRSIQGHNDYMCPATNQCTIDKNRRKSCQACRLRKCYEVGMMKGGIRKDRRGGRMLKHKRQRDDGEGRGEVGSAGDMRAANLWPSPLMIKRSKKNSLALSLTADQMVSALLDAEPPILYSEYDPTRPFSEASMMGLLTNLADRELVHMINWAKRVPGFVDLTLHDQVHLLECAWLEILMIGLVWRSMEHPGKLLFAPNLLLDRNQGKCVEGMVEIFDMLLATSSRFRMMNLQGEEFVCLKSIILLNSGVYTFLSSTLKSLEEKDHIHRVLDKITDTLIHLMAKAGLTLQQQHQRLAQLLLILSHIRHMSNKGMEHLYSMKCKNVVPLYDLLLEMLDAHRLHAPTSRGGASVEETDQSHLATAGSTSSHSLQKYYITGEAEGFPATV
HUVEC tox IL1B: toxic to HUVEC cells under IL-1B stimulation. HUVEC cell count loss, Hoechst imaging, IL-1B stimulated. cell count reduction, % at 2 µM. 94,000 compounds, 0.41% hits. AID 845;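 active = cell count reduction more than 3 SD above the screen-wide mean, cut at about 70% in these data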;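 also: normalized per plate to untreated control cells as the no-loss baseline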
FAK blocker: blocks human focal adhesion kinase activity; Q05397; biochemical FAK kinase activity assay; inhibition, %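 (tested at 7 µM)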; 97,000 compounds, 0.84% hits; AID 727; in the data active = inhibition above about 19%;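 also: 0% = DMSO and 100% = reference compound high control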
PTK2B oligo ant: blocks oligomerization of human Pyk2 in cells; Q14289; Q293 cells, Pyk2 FERM NanoBiT luminescence; active compounds read low; z-score (the deposit names both 25 µM and 10 µM); 99,000 compounds, 0.83% hits;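 active = Z-score of -3 or lower, scaled per plate to the spread of control and sample wells; inactive = z-score above -3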;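 also: negative z-score means lost luminescence so less FERM oligomerization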
VCAM1 TNFa inh: reduces TNF alpha induced VCAM1 expression in HUVEC | HUVEC TNFa-induced VCAM-1 immunofluorescence, high-content imaging | inhibition, % at 2 µM | 95,000 compounds, 0.48% hits;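 active = inhibition above the batch mean plus 3 SD, with images confirmed as a hit by eye, cut at about 37% in these data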;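 also: 0% = TNF-stimulated DMSO wells and 100% = unstimulated control wells; not every result past the cut was called active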
F-actin modifier: cytoskeleton assembly modification; HUVEC TNFa F-actin phalloidin imaging, high content; inhibition, % at 2 µM; 91,000 compounds, 0.18% hits; AID 836;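 active = inhibition above the batch mean plus 3 SD and confirmed as a hit by visual image inspection, cut at about 30% in these data, passing the limit was not always enough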; also: strong numbers were not always called active
LYP act: increases human PTPN22 phosphatase activity | Q9Y2R2 | recombinant LYP, DiFMUP fluorescence; 0 = plate median, 100 = signal doubled | activation, % at 2 µM | 96,000 compounds, 0.11% hits | AID 697;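 active = activation at 2 µM above a set limit, the mean plus 5 SD, cut at about 37% in these data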
* hit, by the source's call; x = not tested or not shown; [ ] = remark or other dose.

SMILES	PTPN22 inh 2	HUVEC tox TNFa	ERa coact inh	HUVEC tox IL1B	FAK blocker	PTK2B oligo ant	VCAM1 TNFa inh	F-actin modifier	LYP act
Cn1c(SCC(N)=O)nnc1C1CCN(C(=O)NCc2ccccc2)CC1	1	23	-5	-4	1	0.68	14	-21	-4
O=C(c1sc2ccccc2c1Cl)N(Cc1ccco1)C1CCS(=O)(=O)C1 (configuration not stated)	-6	6	-1	46	7	1.2	-1	-7	5
COc1ccc(OC)c(NC(=O)c2cc3sccc3n2C)c1	7	5	-23	-2	-2	-0.23	15	-20	-5
Cc1ccc2nc(N3C(=O)C(O)=C(C(=O)c4cc5ccccc5o4)C3c3cccs3)sc2c1 (configuration not stated)	20	-9	x	-6	5	0.11	-10	16	-15
COc1cc2c(cc1NC(=O)CCCCCN1C(=O)CCC1=O)oc1ccccc12	6	-19	-6	-4	1	-0.79	-8	21	-5
O=C(NCc1ccco1)c1ccc2snnc2c1	0	-20	x	9	0	-0.55	-3	12	1
O=C(CCS(=O)(=O)c1ccc(Br)cc1)NC1CCCC1	0	-12	-4	7	1	0.31	10	8	-3
O=C(Nc1cc(S(=O)(=O)N2CCOCC2)ccc1Cl)C(=O)c1c(-c2ccccc2)cc2ccccn12	7	x	3	-13	0	-0.76	-3	6	-5
CC1CCN(S(=O)(=O)c2ccc(Cl)cc2)CC1	-1	-27	1	18	2	-0.66	6	3	0
O=C(CN1CCN(C(=O)c2cccs2)CC1)Nc1ccc(Br)cc1	-12	-14	-13	-16	0	0.25	-3	-27	9

Looked up by compound from the entries so far:
SMILES	PTPN22 inh 2	HUVEC tox TNFa	ERa coact inh	HUVEC tox IL1B	FAK blocker	PTK2B oligo ant	VCAM1 TNFa inh	F-actin modifier	LYP act
O=C(NCc1ccco1)c1ccc2snnc2c1	0	-20	x	9	0	-0.55	-3	12	1
O=C(Nc1cc(S(=O)(=O)N2CCOCC2)ccc1Cl)C(=O)c1c(-c2ccccc2)cc2ccccn12	7	x	3	-13	0	-0.76	-3	6	-5

(continued)
SMILES	PTPN22 inh 2	HUVEC tox TNFa	ERa coact inh	HUVEC tox IL1B	FAK blocker	PTK2B oligo ant	VCAM1 TNFa inh	F-actin modifier	LYP act
CC(=O)Nc1cc2c(=O)n(Cc3ccccc3)c(C)nc2cc1N1CCOCC1	6	0	-1[fluorescence artefact?]	27	-2	2.4	10	-18	-6
CCn1c(SCc2ccccc2)nnc1-c1ccc(S(=O)(=O)N2CCCCC2)cc1	0	-7	-5	0	8	-1	-16	2	-3
COc1cc2[nH]c(=S)n(NC(=O)c3ccccc3)c(=O)c2cc1OC	-5	6	-14	-13	-2	-1.1	3	-2	4
CC1(Cc2cn(CCC#N)c3ccccc23)OCCO1	-3	-24	-5	-8	-4	0.65	1	-40	2
Cc1ccc(C(O)c2nc3ccccc3n2C(C)C)cc1 (configuration not stated)	-17	-8	-11	-19	2	-0.37	9	1	16
CCOc1ccc(NC(=O)COC(=O)c2cccnc2)cc1	-14	-19	10	5	-3	0.87	-1	1	11
Cc1ccc(-n2c(N)c(C(=O)N3CCN(C)CC3)sc2=S)cc1	10	9	-6	40	1	0.6	-8	-8	-10
CCn1c(=O)c(C(=O)NCCCO)c(O)c2ccccc21	8	-21	0	2	-11	1.5	8	-45	-9
O=C(CSc1c(Cl)cccc1Cl)N1CCC(c2nc3ccccc3s2)CC1	9	-32	x	27	6	-1.2	4	5	-7
Nc1nnnn1N=C1CCCCC1	0	-14	-7	-87	-3	2.2	-4	33	0
CCOC(=O)c1cc2cc(OC)ccc2nc1C	18	-4	5	19	-1	-0.43	-5	-5	-16
Cc1[nH]c2ccccc2c1NC(=O)CN1CCN(Cc2ccc3c(c2)OCO3)CC1	-6	-4	-10	-1	3	x	16	-20	7
COC(=O)c1ccc(NC(=O)C2CCN(C(=O)c3cc(OC)c(OC)c(OC)c3)CC2)cc1	4	1	-19	-6	-1	-0.08	12	11	-4
CCc1nc2oc3ccccc3c(=O)c2c(=O)n1CCOC	2	97*	-2	-4	6	1.7	87*	-43	-3
O=C(C(c1ccccc1)c1ccccc1)N1CCOCC1	2	-26	2[fluorescence artefact?]	-17	0	0.8	2	6	-4
O=C1CCCc2c1nc(-c1ccco1)n2O	-1	-40	6	4	0	-0.15	1	17	0
CCOC(=O)CCCCC(=O)c1[nH]c(=O)[nH]c1Cn1ccnc1	3	-11	-2	-40	-2	0.33	-11	-18	-6
COC(=O)C1=C(C)NC2=C(C(=O)CC(C)(C)C2)C1c1cccc(C)n1 (configuration not stated)	-9	x	x	-25	-8	0.77	-47	8	6
COc1cccc(CN2CCN(C(=O)c3ccco3)CC2)c1OC	8	-4	-4	-17	1	1	14	-14	-4
CCOC(=O)C1CCN(S(=O)(=O)c2cccc(-c3cn4cc(Cl)ccc4n3)c2)CC1	-6	-16	-8	-7	-1	0.91	-8	5	7
CN(CC(=O)Nc1ccc(Cl)cc1)S(=O)(=O)c1cccc2cccnc12	-10	-41	-5	-13	2	x	4	-2	7
NC(=O)CSc1nnc(-c2cc3ccccc3o2)n1Cc1ccccc1	-2	0	40	-20	4	0.13	-22	-4	0
CC1(C)OC(=O)C(=CNCC(=O)NCC(=O)O)C(=O)O1	-7	-40	12[fluorescence artefact?]	-71	1	0	8	-7	4
COc1ccc(C(=O)Cc2cnn(-c3ccccc3)c2)c(O)c1	4	-8	-7	2	2	0.47	0	-10	-3
CN1C(=O)c2cccc(NC(=O)C3CCCCC3)c2C1=O	4	-6	-2	-7	5	x	7	-9	-6
Cc1ccc(NS(=O)(=O)c2cc(C(=O)NCc3ccccn3)ccc2Cl)cc1	4	-2	x	-34	1	-0.55	6	-19	-2
CC1(C)CC(=O)C2=C(C1)NC(SCC(=O)Nc1ccccc1)=C(C#N)C2c1ccco1 (configuration not stated)	-13	-10	0	-40	2	-1.2	5	-1	5
COc1cc(NC(=O)c2csc3c2CCCC3)ncn1	2	-11	x	16	11	-1.4	-1	-7	-2
O=C(Nc1ccc(N2CCOCC2)cc1)c1ccc(Cl)nc1	17	-4	13[fluorescence artefact?]	11	0	1	14	1	-16
O=C(Cc1cn2ccsc2n1)Nc1cccc2cnccc12	2	-2	-2	-12	-4	0.24	10	39	-4
Cc1ccc(C)c(N2C(=O)CC(N3CCN(Cc4ccc5c(c4)OCO5)CC3)C2=O)c1 (configuration not stated)	-6	-3	-2	-45	2	0.93	-4	1	3
O=C(NCC(=O)N(Cc1ccco1)C(C(=O)NC1CCCC1)c1cccnc1)c1ccco1 (configuration not stated)	3	-6	-1	12	1	0.21	7	8	-3
CCCC(=O)C1=C(O)C(C(=O)OC)C(C)(C)CC1=Nc1ccccc1 (configuration not stated)	3	-33	-3	-33	-1	0.33	3	8	-6
CCP(=O)(c1ccccc1)C(C)(C)O (configuration not stated)	-4	x	6	-13	-8	-0.16	x	7	2
CC(=O)NC12CC3CC(C1)CC(C(=O)OCC(=O)Nc1ncc(Cl)cc1Cl)(C3)C2	7	x	27	7	4	0.05	x	x	-8
S=c1[nH]nc(-c2cc(-c3ccco3)[nH]n2)n1-c1ccccc1	-6	-1	-6[fluorescence artefact?]	-4	13	0.46	0	1	9
Cc1csc2nc(CNC(=O)C3CC=CCC3C(=O)O)cn12 (configuration not stated)	-2	-25	20	-7	0	x	16	10	0
COc1ccccc1N1CCN(c2nc(-c3ccccc3)cc(C(F)(F)F)n2)CC1	6	-68	-1	-5	14	0.35	-19	5	-7
C=CCOc1ccc(Oc2cc(C)nc(SC)n2)nn1	-6	-32	-28	-12	1	1	10	15	3
COc1ccc(/C=N/NC(=O)c2nonc2C)cc1	-5	-17	x	-13	-1	-0.77	14	-18	2
CCc1cccc2c(C#N)cn(CC(=O)NCc3ccco3)c12	-10	-16	-4[fluorescence artefact?]	-48	2	0.22	15	4	6
Cc1cc(/C=C(\C#N)C(=O)NCC2CCCO2)c(C)n1-c1ccc(Cl)cc1 (configuration not stated)	-4	-4	x	23	4	-0.77	-7	19	7
CC(c1ccccc1)N1C(=O)c2ccccc2C1O (configuration not stated)	0	-1	13	1	-12	x	-2	4	0
Cc1ccccc1C(O)c1ccccn1 (configuration not stated)	-13	-15	x	-26	0	0.52	15	19	16
CCOC(=O)CNC(=O)CSc1ncnc2c1cnn2-c1ccc(Cl)cc1	-2	-27	-17[fluorescence artefact?]	-15	0	1.7	1	8	2
CC(C)c1nnc(NC(=O)CN2C(=O)c3ccccc3C2=O)s1	1	-76	x	-11	1	1.1	-21	2	-2
CCOc1cc2c(cc1C(C)(C)C)NC(=O)CS2	7	-14	-2	-4	13	-0.35	11	11	-7
COC(=O)c1sccc1-c1ccc(C(=O)Nc2ccccc2)o1	16	2	x	0	-6	-1.6	1	x	-14
CCC(=O)N1Cc2ccccc2-c2ccccc2C1=O	-7	-6	7	-16	0	x	10	-2	6
Cc1ccc2[nH]c(=O)c(C(c3nnnn3C3CCCC3)N3CCCc4ccccc43)cc2c1 (configuration not stated)	-1	7	-7	-31	4	0.4	24	-13	-2

Other records.
SMILES	PTPN22 inh 2	HUVEC tox TNFa	ERa coact inh	HUVEC tox IL1B	FAK blocker	PTK2B oligo ant	VCAM1 TNFa inh	F-actin modifier	LYP act
N#CCCn1cc(/C=N/O)c(-c2ccccc2)n1	7	-2	-8	-1	4	-0.04	4	x	-6
CC(CN1CCOCC1)OC(=O)c1ccc(Br)cc1 (configuration not stated)	0	-18	-9	-38	-4	1.3	11	17	-1
Cc1cc(C)cc(Oc2ncnc3c2ncn3Cc2c(Cl)cccc2Cl)c1	15	-2	-4	-4	-1	-0.55	-12	2	-13
CCOc1ccc(C(C)=O)cc1Cn1nc(C(=O)O)c2ccccc2c1=O	-1	-14	18[fluorescence artefact?]	-36	6	-0.73	18	-12	-1
CCOC(=O)N1CCN(C(=O)C(C)SCc2ccccc2)CC1 (configuration not stated)	-4	-24	x	-3	-7	0.06	13	0	5
O=C(Nc1ncc2c(n1)CC(c1ccco1)CC2=O)c1ccc(Cl)cc1 (configuration not stated)	12	92*	20	-24	1	-0.05	91*	100*	-14

Of the compounds above, these contain an aryl methoxy group.
SMILES	PTPN22 inh 2	HUVEC tox TNFa	ERa coact inh	HUVEC tox IL1B	FAK blocker	PTK2B oligo ant	VCAM1 TNFa inh	F-actin modifier	LYP act
COc1ccc(OC)c(NC(=O)c2cc3sccc3n2C)c1	7	5	-23	-2	-2	-0.23	15	-20	-5
COc1cc2c(cc1NC(=O)CCCCCN1C(=O)CCC1=O)oc1ccccc12	6	-19	-6	-4	1	-0.79	-8	21	-5
COc1cc2[nH]c(=S)n(NC(=O)c3ccccc3)c(=O)c2cc1OC	-5	6	-14	-13	-2	-1.1	3	-2	4
CCOC(=O)c1cc2cc(OC)ccc2nc1C	18	-4	5	19	-1	-0.43	-5	-5	-16
COC(=O)c1ccc(NC(=O)C2CCN(C(=O)c3cc(OC)c(OC)c(OC)c3)CC2)cc1	4	1	-19	-6	-1	-0.08	12	11	-4
COc1cccc(CN2CCN(C(=O)c3ccco3)CC2)c1OC	8	-4	-4	-17	1	1	14	-14	-4
COc1ccc(C(=O)Cc2cnn(-c3ccccc3)c2)c(O)c1	4	-8	-7	2	2	0.47	0	-10	-3
COc1cc(NC(=O)c2csc3c2CCCC3)ncn1	2	-11	x	16	11	-1.4	-1	-7	-2
COc1ccccc1N1CCN(c2nc(-c3ccccc3)cc(C(F)(F)F)n2)CC1	6	-68	-1	-5	14	0.35	-19	5	-7
COc1ccc(/C=N/NC(=O)c2nonc2C)cc1	-5	-17	x	-13	-1	-0.77	14	-18	2
